MsrA act: activates bovine MsrA enzyme | purified bovine MsrA, absorbance read-out | activation, % at 10.6 µM | hit rate 0.3% among 360,000; in the data active = activation above about 7.5%;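 also: 0% = vehicle and 100% = reference activator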
Neddylation inh: blocks human cullin neddylation; P61081+Q13564; TR-FRET cullin neddylation, biochemical; calls only at 25 µM; hit rate 0.58% among 360,000; AID 651699; in the data active = inhibition above about 36%
TbMetRS inhib: blocks T. brucei methionyl-tRNA synthetase activity; purified T. brucei MetRS, ATP depletion, Kinase-Glo luminescence; hit rate 0.4% among 360,000; inhibition, % at 11.9 µM;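 active = inhibition above a per-plate cutoff of the control wells' mean inhibition plus 3 SD, cut at about 5.5% in these data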;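 also: 0% = DMSO wells median and 100% = median of wells with control inhibitor compound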
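Material: parasite MetRS enzyme / Replication: singlicate, one well per compound / Signal: luminescence of leftover ATP / Schedule: 2 h aminoacylation at 25 °C after 15 min preincubation / Medium: HEPES-MgCl2-KCl buffer plus DTT, spermine, BSA, pyrophosphatase / Doses: 11.9 µM single point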
MLLE-PAM2 inh: blocks PAM2 peptide binding to the PABP1 MLLE domain; GST-MLLE / FITC-PAM2 fluorescence polarization; inhibition, % at 20 µM; hit rate 0.36% among 360,000; in the data active = inhibition above about 35%, passing the limit was not always enough;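 also: plate controls were DMSO wells with GST-MLLE for no effect and wells lacking GST-MLLE protein for full effect; some results filed as inactive read as strong as hits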
eLon inh: inhibits E. coli Lon protease; purified E. coli Lon protease, fluorescence polarization; inhibition, % at 7.94 µM; hit rate 0.42% among 360,000; in the data active = inhibition above about 13%, passing the limit was not always enough;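 also: 0% = enzyme with probe and DMSO and 100% = no enzyme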
Target sequence (P0A9M0 whole entry, looked up): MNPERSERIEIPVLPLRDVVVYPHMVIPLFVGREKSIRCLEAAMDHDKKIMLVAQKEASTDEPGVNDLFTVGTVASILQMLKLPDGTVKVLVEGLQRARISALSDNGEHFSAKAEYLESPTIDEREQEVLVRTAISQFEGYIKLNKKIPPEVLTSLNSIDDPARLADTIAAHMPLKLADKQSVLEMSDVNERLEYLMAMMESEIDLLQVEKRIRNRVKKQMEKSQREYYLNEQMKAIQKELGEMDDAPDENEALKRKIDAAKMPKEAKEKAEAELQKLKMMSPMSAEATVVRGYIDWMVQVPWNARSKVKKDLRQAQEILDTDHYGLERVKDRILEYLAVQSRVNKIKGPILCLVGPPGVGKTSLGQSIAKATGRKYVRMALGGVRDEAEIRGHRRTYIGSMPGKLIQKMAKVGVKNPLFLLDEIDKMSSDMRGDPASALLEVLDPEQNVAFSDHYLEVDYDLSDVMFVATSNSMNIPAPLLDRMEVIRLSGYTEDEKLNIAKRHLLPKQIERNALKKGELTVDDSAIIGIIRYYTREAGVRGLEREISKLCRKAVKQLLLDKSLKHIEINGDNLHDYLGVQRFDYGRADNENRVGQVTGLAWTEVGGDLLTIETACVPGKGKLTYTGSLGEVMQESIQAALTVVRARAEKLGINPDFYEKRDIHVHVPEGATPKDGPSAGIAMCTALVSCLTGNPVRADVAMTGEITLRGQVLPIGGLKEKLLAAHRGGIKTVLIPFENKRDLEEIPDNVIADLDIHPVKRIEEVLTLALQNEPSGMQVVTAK
FAS-TE inh: inhibitors of human fatty acid synthase thioesterase domain; P49327; recombinant FAS-TE, OMFH fluorogenic substrate, fluorescence endpoint; inhibition, % at 15 µM; hit rate 0.67% among 360,000; AID 602261;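 active = compounds whose normalised, plate-corrected inhibition of enzyme fluorescence in the single-dose primary screen is 50% or more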;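 also: 0% = DMSO with enzyme and 100% = substrate without enzyme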
Rin1 Abl inh: inhibitors of human Rin1-Abl protein interaction. P00519+Q13671. TR-FRET Rin1/Abl binding, biochemical. inhibition, % at 7.35 µM. hit rate 0.4% among 360,000. AID 588664; in the data active = inhibition above about 5%, passing the limit was not always enough
CSN deneddyl inh: blocks human CSN-mediated cullin deneddylation | Purified CSN, SCF-Nedd8-OG deneddylation, fluorescence polarization | inhibition, % at 12.5 µM | hit rate 0.38% among 360,000 | AID 651999;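 active = pattern-corrected inhibition above about 35%, with an unprinted fluorescence ratio check between 0.5 and 1.5, limit read from the data, passing the limit was not always enough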;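 also: 0% = enzyme with substrate and 100% = substrate without enzyme; some results filed as inactive read as strong as hits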
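test system = HEK293T-derived human Csn5 enzyme | amount = 0.24 nM Csn5 enzyme, final concentration | medium = Tris/NaCl/DTT buffer, pH 7.5 | schedule = 90 min reaction at room temperature | signal = FP | evaluation = inhibition of Csn5 cleavage, % | compound dosing = single dose of 12.5 µM compound with 0.25% DMSO | probe or stimulus = 10 nM SCFSkp2-Nedd8OG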
MsrA inhibitor: bovine MsrA inhibition; AID 651718; hit rate 0.75% among 360,000; inhibition, % at 15.5 µM; purified bovine MsrA, absorbance read-out; in the data active = inhibition above about 4.5%;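 also: 0% = vehicle wells with enzyme and 100% = reference inhibitor wells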
* marks the source's active call; other numbers are inactive results.

Cc1ccc(CN2CCN(CC(=O)O)C2=O)cc1 was read as MsrA act -5, Neddylation inh inactive, TbMetRS inhib -0.3, MLLE-PAM2 inh -12, eLon inh 1, FAS-TE inh -8, Rin1 Abl inh 3, CSN deneddyl inh -14 and MsrA inhibitor -0.4.
Screening COc1ccccc1NC(=O)c1cc(C(=O)Nc2ccccc2OC)cc([N+](=O)[O-])c1 returned MsrA act -8, Neddylation inh inactive, TbMetRS inhib -1.0, MLLE-PAM2 inh 2, eLon inh -1, FAS-TE inh -5, Rin1 Abl inh 1, CSN deneddyl inh 4 and MsrA inhibitor -1.6.
OCC1(CCc2ccccc2)CCN(Cc2c(F)ccc(F)c2F)CC1 was read as MsrA act 0, Neddylation inh inactive, TbMetRS inhib -0.1, MLLE-PAM2 inh 4, eLon inh -3, FAS-TE inh 1, Rin1 Abl inh 4, CSN deneddyl inh 0 and MsrA inhibitor -1.3.
Screening Cn1c(O)c(N=Nc2ccc(F)cc2)c2ccccc21 returned MsrA act -4, Neddylation inh inactive, TbMetRS inhib -1.4, MLLE-PAM2 inh 29, eLon inh -6, FAS-TE inh 19, Rin1 Abl inh -1, CSN deneddyl inh -2 and MsrA inhibitor 3.0.
For CC(=O)c1sc(NCc2ccc(C)cc2)nc1C the results were MsrA act -2, Neddylation inh inactive, TbMetRS inhib -0.2, MLLE-PAM2 inh -1, eLon inh -2, FAS-TE inh 0, Rin1 Abl inh -3, CSN deneddyl inh 0 and MsrA inhibitor 3.3.
CCOC(=O)c1[nH]c2ccc(OC)cc2c1NC(=O)CN1CCC2(CC1)OCCO2 was read as MsrA act -12, TbMetRS inhib -0.8, MLLE-PAM2 inh -9, eLon inh -6, FAS-TE inh -2, Rin1 Abl inh -4, CSN deneddyl inh -2 and MsrA inhibitor 0.7.
COC(=O)CCC(=O)OC1(C)C(=O)C=C2C=C(C3CC3)N(C3CCCCC3)C=C2C1=O (stereo not drawn) was read as MsrA act -4, Neddylation inh inactive, TbMetRS inhib -0.3, MLLE-PAM2 inh 22, eLon inh 10, FAS-TE inh 7, Rin1 Abl inh 4, CSN deneddyl inh -5 and MsrA inhibitor 2.0.
`COC(=O)CC(c1ccc(OC)c(OC)c1)c1ccc(OC)c(OC)c1` gave MsrA act -4, Neddylation inh inactive, TbMetRS inhib -0.3, MLLE-PAM2 inh -4, eLon inh 5, FAS-TE inh 1, Rin1 Abl inh 0, CSN deneddyl inh -6 and MsrA inhibitor -1.3.
Screening O=C(Cc1ccc(Cl)c(Cl)c1)NNC(=S)NCC1CCCO1 (stereo not drawn) returned MsrA act -5, Neddylation inh inactive, TbMetRS inhib 0.1, MLLE-PAM2 inh -55, eLon inh -3, FAS-TE inh 3, Rin1 Abl inh -3, CSN deneddyl inh -4 and MsrA inhibitor 1.8.
Screening CCCn1c(SCC(=O)Nc2cccc(C)n2)nc2c1c(=O)n(C)c(=O)n2C returned MsrA act -1, Neddylation inh inactive, TbMetRS inhib 0.6, MLLE-PAM2 inh -10, eLon inh 5, FAS-TE inh 0, Rin1 Abl inh 4, CSN deneddyl inh -7 and MsrA inhibitor -0.9.
CCNC(=O)C1(C)CCN1C(=O)Cc1ccc(C(C)C)cc1 (stereo not drawn) was read as MsrA act 0, Neddylation inh inactive, TbMetRS inhib -0.1, MLLE-PAM2 inh -19, eLon inh -9, FAS-TE inh -5, Rin1 Abl inh -3, CSN deneddyl inh 4 and MsrA inhibitor -0.2.
`Cc1ccc(C)c(N2CCN(S(=O)(=O)c3ccc(-c4cc(C)no4)s3)CC2)c1` gave MsrA act -2, Neddylation inh inactive, TbMetRS inhib 0.3, MLLE-PAM2 inh -4, eLon inh -5, FAS-TE inh 24, Rin1 Abl inh 2, CSN deneddyl inh -2 and MsrA inhibitor 0.7.
For C/C(NC(=O)c1cccs1)=C1\C(=O)C[C@@H]2[C@H]1C2(C)C the results were MsrA act 3, Neddylation inh inactive, TbMetRS inhib -0.2, MLLE-PAM2 inh 11, eLon inh 1, FAS-TE inh 9, Rin1 Abl inh -3, CSN deneddyl inh 3 and MsrA inhibitor 0.5.
O=C(NCCN1CCc2ccccc2C1)C1CCN(S(=O)(=O)N2CCC3(CC2)OCCO3)CC1 was read as MsrA act 0, Neddylation inh inactive, TbMetRS inhib -0.4, MLLE-PAM2 inh -4, eLon inh 5, FAS-TE inh -7, Rin1 Abl inh 4, CSN deneddyl inh 2 and MsrA inhibitor -0.3.
`Cc1ccc(CNC(=O)CCc2c(C)nc3ncnn3c2C)cc1` gave MsrA act 3, Neddylation inh inactive, TbMetRS inhib 0.2, MLLE-PAM2 inh -2, eLon inh 1, FAS-TE inh -3, Rin1 Abl inh 3, CSN deneddyl inh 0 and MsrA inhibitor 0.4.
`CCOc1ccccc1CNC(=O)C1CCN(c2nc3ccccc3o2)CC1` gave MsrA act -11, Neddylation inh inactive, TbMetRS inhib -0.8, MLLE-PAM2 inh 5, eLon inh -3, FAS-TE inh -4, Rin1 Abl inh 2, CSN deneddyl inh -5 and MsrA inhibitor 1.2.
Cc1cc(C)n(-c2ccc(C(=O)OCC(=O)NCc3ccco3)cc2)n1 was read as MsrA act -4, Neddylation inh inactive, TbMetRS inhib -0.6, MLLE-PAM2 inh -31, eLon inh -5, FAS-TE inh -8, Rin1 Abl inh -2, CSN deneddyl inh -2 and MsrA inhibitor -0.7.
O=C(Nc1ccc2ccccc2n1)c1ccc(Cl)cc1 was read as MsrA act 0, Neddylation inh inactive, TbMetRS inhib -0.4, MLLE-PAM2 inh 10, eLon inh -3, FAS-TE inh 8, Rin1 Abl inh 4, CSN deneddyl inh -2 and MsrA inhibitor 1.6.
Screening C/C(CC(=O)Nc1ccccc1F)=N\NC(=O)Cc1ccc(Cl)cc1 returned MsrA act 1, Neddylation inh inactive, TbMetRS inhib -1.3, MLLE-PAM2 inh 2, eLon inh 1, FAS-TE inh -4, Rin1 Abl inh 0, CSN deneddyl inh 7 and MsrA inhibitor 0.1.
Screening COC(=O)CCC(=O)OC1(C)C(=O)C=C2C=C(C3CC3)N(C(CO)CO)C=C2C1=O (stereo not drawn) returned MsrA act -14, Neddylation inh inactive, TbMetRS inhib -0.4, MLLE-PAM2 inh 21, eLon inh 27*, FAS-TE inh -9, Rin1 Abl inh -1, CSN deneddyl inh 0 and MsrA inhibitor -0.4.
For Cn1c(=O)c2c(ncn2CC(=O)Nc2cccc(S(=O)(=O)Nc3ccccc3F)c2)n(C)c1=O the results were MsrA act -4, Neddylation inh inactive, TbMetRS inhib -0.1, MLLE-PAM2 inh 45*, eLon inh 0, FAS-TE inh 1, Rin1 Abl inh 3, CSN deneddyl inh -3 and MsrA inhibitor 0.5.
For CCOc1ccc(C(=O)N(Cc2ccc(OC)cc2)Cc2cc3cc(OC)ccc3[nH]c2=O)cc1 the results were MsrA act -6, Neddylation inh inactive, TbMetRS inhib -1.5, MLLE-PAM2 inh 5, eLon inh 6, FAS-TE inh -2, Rin1 Abl inh 3, CSN deneddyl inh 1 and MsrA inhibitor -0.2.
O=C(COC(=O)c1cccc(Br)c1)NCc1ccco1 was read as MsrA act -3, Neddylation inh inactive, TbMetRS inhib -0.2, MLLE-PAM2 inh -17, eLon inh -9, FAS-TE inh -4, Rin1 Abl inh 3, CSN deneddyl inh -1 and MsrA inhibitor 0.9.
CN(Cc1nccs1)C(=O)c1cc(COc2cccc3cnccc23)on1 was read as MsrA act -3, Neddylation inh active, TbMetRS inhib -0.4, MLLE-PAM2 inh -8, eLon inh 1, FAS-TE inh -7, Rin1 Abl inh -2, CSN deneddyl inh 3 and MsrA inhibitor -0.1.
For Nc1c(C(=O)Nc2ccccc2F)sc2nc(Cc3ccccc3)cc(C(F)(F)F)c12 the results were MsrA act -3, Neddylation inh inactive, TbMetRS inhib -0.6, MLLE-PAM2 inh 25, eLon inh -6, FAS-TE inh -91, Rin1 Abl inh 0, CSN deneddyl inh 17 and MsrA inhibitor 0.2.
`CCOc1nc(NC(=O)NS(=O)(=O)c2cccc(Cl)c2)nc(-c2ccccc2)n1` gave MsrA act -5, Neddylation inh inactive, TbMetRS inhib 0.1, MLLE-PAM2 inh 1, eLon inh 3, FAS-TE inh -8, Rin1 Abl inh -4, CSN deneddyl inh -16 and MsrA inhibitor 0.1.
`O=C(Nc1ccc2c(c1)C(=O)OC2)c1ccc(Cl)cc1` gave MsrA act 0, Neddylation inh inactive, TbMetRS inhib 0.1, MLLE-PAM2 inh -2, eLon inh 2, FAS-TE inh 9, Rin1 Abl inh 0, CSN deneddyl inh 7 and MsrA inhibitor 1.0.
Screening O=C(Cc1ccccc1)NN=Cc1ccccc1 returned MsrA act -1, Neddylation inh inactive, TbMetRS inhib 0.2, MLLE-PAM2 inh 9, eLon inh 5, FAS-TE inh -2, Rin1 Abl inh 1, CSN deneddyl inh -2 and MsrA inhibitor -0.5.
Screening CC(=O)NC(CCS(C)(=O)=O)C(=O)Nc1cc(Cl)ccc1Cl (stereo not drawn) returned MsrA act -2, Neddylation inh inactive, TbMetRS inhib -0.8, MLLE-PAM2 inh 5, eLon inh -5, FAS-TE inh -3, Rin1 Abl inh 0, CSN deneddyl inh 1 and MsrA inhibitor 0.1.
`CCNC(=S)NNC(=O)c1cc(-c2cccc(OCC)c2)nc2ccccc12` gave MsrA act -2, Neddylation inh inactive, TbMetRS inhib -0.7, MLLE-PAM2 inh 10, eLon inh -5, FAS-TE inh 6, Rin1 Abl inh 0, CSN deneddyl inh -6 and MsrA inhibitor 3.4.
`Cc1ccc(-c2noc(CN(C)C(=O)c3ccoc3C)n2)cc1` gave MsrA act -9, Neddylation inh inactive, TbMetRS inhib -0.9, MLLE-PAM2 inh -18, eLon inh 5, FAS-TE inh -3, Rin1 Abl inh 4, CSN deneddyl inh -2 and MsrA inhibitor 0.5.
For CCc1ccc(NS(=O)(=O)c2cccc3nsnc23)cc1 the results were MsrA act -2, Neddylation inh inactive, TbMetRS inhib -0.4, MLLE-PAM2 inh -5, eLon inh 2, FAS-TE inh 4, Rin1 Abl inh 0, CSN deneddyl inh 1 and MsrA inhibitor 0.2.

Ordered by number of heavy atoms (descending): some entries from above
`CCNC(=S)NNC(=O)c1cc(-c2cccc(OCC)c2)nc2ccccc12` gave MsrA act -2, Neddylation inh inactive, TbMetRS inhib -0.7, MLLE-PAM2 inh 10, eLon inh -5, FAS-TE inh 6, Rin1 Abl inh 0, CSN deneddyl inh -6 and MsrA inhibitor 3.4.
Cc1cc(C)n(-c2ccc(C(=O)OCC(=O)NCc3ccco3)cc2)n1 was read as MsrA act -4, Neddylation inh inactive, TbMetRS inhib -0.6, MLLE-PAM2 inh -31, eLon inh -5, FAS-TE inh -8, Rin1 Abl inh -2, CSN deneddyl inh -2 and MsrA inhibitor -0.7.
Screening C/C(CC(=O)Nc1ccccc1F)=N\NC(=O)Cc1ccc(Cl)cc1 returned MsrA act 1, Neddylation inh inactive, TbMetRS inhib -1.3, MLLE-PAM2 inh 2, eLon inh 1, FAS-TE inh -4, Rin1 Abl inh 0, CSN deneddyl inh 7 and MsrA inhibitor 0.1.
`O=C(Nc1ccc2c(c1)C(=O)OC2)c1ccc(Cl)cc1` gave MsrA act 0, Neddylation inh inactive, TbMetRS inhib 0.1, MLLE-PAM2 inh -2, eLon inh 2, FAS-TE inh 9, Rin1 Abl inh 0, CSN deneddyl inh 7 and MsrA inhibitor 1.0.

An unsorted share of the library. Share with any hit: about 4%.
